High-throughput results deposited in PubChem by several laboratories.
Peg3 promoter: reduces Peg3 promoter-driven luciferase expression in HeLa; HeLa PEG-Prom luciferase reporter, luminescence, overnight; inhibition, % at 20 µM; 360,000 compounds, 1.7% hits;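 active = inhibition of at least 50% at 20 µM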
MITF TRPM1 inh: MITF TRPM1 promoter inhibition in SK-MEL-5 cells; SK-MEL-5 TRPM1 promoter luciferase, 24 h; inhibition, % at 12.5 µM; 330,000 compounds, 0.83% hits; AID 488899;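 active = mean inhibition across replicates of 60% or more, whatever share of single replicates reaches that level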; also: values of inactives mirror those of a sister screen read the other way
aDG glyco act: alpha-DG glycosylation activation; Pro5-aDG cells, alpha-DG glycosylation AlphaScreen (IIH6); 0% Pro5, 100% B10-LARGE cell signal; activation, % at 10 µM; 360,000 compounds, 0.22% hits;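 active = activation of at least 8% versus controls, or a plate z-score of at least 8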;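 also: Pro5 are CHO cells carrying HIG-tagged alpha-DG that lacks glycosylation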
Shn3 inh set2: Schnurri-3 reporter inhibition in Clone20 osteoblasts | Clone20 osteoblast Shn3 3'UTR firefly luciferase, 24 h | inhibition, % at 12.5 µM | 360,000 compounds, 0.52% hits;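 active = mean inhibition of at least 75% with every replicate also reaching 75%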;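 also: 0% = median of neutral control wells and 100% = pilot-screen positive control compound; some compounds past the cut are filed as inactive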
KKLEB tox: counter-screen for CF NF-kB inhibitors: cytotoxicity; KKLEB CF airway cells viability, ATPlite luminescence, overnight; active compounds read low; cells stimulated with P. aeruginosa culture filtrate; activity change (cytotoxicity), % at 5 µM; 360,000 compounds, 0.36% hits;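 active = corrected activity change at or below -50% at 5 µM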
NR2E3 ag-1: activates human NR2E3 receptor; Q9Y5X4; CHO-S Gal4-NCOR/VP16-NR2E3 two-hybrid, luciferase; inhibition of corepressor binding, % at 3.98 µM; 360,000 compounds, 0.35% hits; AID 602229;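 active = inhibition above the mean of all tested compounds plus 3 SD, cut at about 70% in these data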;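 also: 0% = DMSO with NR2E3 transfected cells and 100% = cells lacking NR2E3 construct; higher means lower luciferase signal from less NR2E3 corepressor binding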
Target sequence (Q9Y5X4 whole entry, looked up, the tested form may be a part): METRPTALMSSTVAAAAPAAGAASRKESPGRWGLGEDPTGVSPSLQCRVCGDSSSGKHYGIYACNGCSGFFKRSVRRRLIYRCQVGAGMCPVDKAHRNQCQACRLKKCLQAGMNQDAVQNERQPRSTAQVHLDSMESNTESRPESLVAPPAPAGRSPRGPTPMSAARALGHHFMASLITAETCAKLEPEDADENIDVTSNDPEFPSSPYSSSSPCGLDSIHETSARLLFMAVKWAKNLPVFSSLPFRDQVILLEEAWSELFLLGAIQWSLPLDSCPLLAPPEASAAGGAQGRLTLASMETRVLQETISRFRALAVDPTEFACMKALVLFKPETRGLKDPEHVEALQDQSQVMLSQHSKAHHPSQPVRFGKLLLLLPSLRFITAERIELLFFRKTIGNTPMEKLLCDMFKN
TWEAK-Fn14 inh: blocks TWEAK-Fn14 interaction in a reporter cell assay. TWEAK-stimulated Fn14 reporter cells, luciferase luminescence, 8 h. inhibition, % at 10 µM. 360,000 compounds, 2% hits. AID 1159606; in the data active = inhibition above about 50%
HIF-2a inh: inhibitors of HIF-2a; AID 624352; inhibition, % at 18.8 µM; 786-0 RCC cells HIF-2a reporter, luciferase luminescence, overnight; 360,000 compounds, 0.72% hits;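 active = inhibition of the luminescence signal of 40% or more relative to plate controls, in a single-dose primary screen at 18.75 µM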
hiPSC survival: increases survival of single human iPS cells; hiPSC single-cell survival, ATPlite luminescence; 100% = ROCK inhibitor wells, 0% = DMSO; survival enhancement, % at 20 µM; 360,000 compounds, 0.044% hits; in the data active = survival enhancement above about 18%;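 also: cells exposed to compounds for 16 hours before the ATP read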
NR2E3 ag-2: NR2E3 (human) agonism; Q9Y5X4; GST-NR2E3/biotin-RetCOR TR-FRET, 1536-well; inhibition of corepressor binding, % at 4.78 µM; 320,000 compounds, 0.12% hits; AID 2300;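 active = percent inhibition above the cutoff of mean plus 3 SD of all tested compounds, set per screening campaign, cut at about 20% in these data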;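 also: 0% = DMSO wells and 100% = biotin wells as full block of FRET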
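System: GST-tagged NR2E3 plus biotinylated RetCOR corepressor; Buffer or medium: pH 7.5 Tris-based buffer; Probe or stimulus: RetCOR corepressor, biotinylated, 7 nM; Doses: compound at 4.8 µM, single dose; Schedule: 5 h incubation at 4 °C; Technique: time-resolved FRET; Evaluation: percent inhibition of TR-FRET ratio; Replication: one well per compound, singlicate testing.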
CF NFkB inh: cystic fibrosis NF-kB activation inhibition | inhibition, % at 5 µM | KKLEB NF-kB-GFP reporter, PAF-induced, GFP fluorescence overnight | 360,000 compounds, 0.86% hits;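 active = at least 50% inhibition at 5 µM, scaled per plate between neutral and stimulator controls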;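 also: PAF is a Pseudomonas aeruginosa culture filtrate used as stimulus; plate controls were PAF-stimulated DMSO wells for no effect and unstimulated DMSO wells for full effect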
Numbers without * were called inactive; · = not tested or not shown.

structure | Peg3 promoter | MITF TRPM1 inh | aDG glyco act | Shn3 inh set2 | KKLEB tox | NR2E3 ag-1 | TWEAK-Fn14 inh | HIF-2a inh | hiPSC survival | NR2E3 ag-2 | CF NFkB inh
Cc1ccc(Cn2c(SCC(=O)N/N=C/c3ccccc3OCC(=O)O)nc3ccccc32)cc1 | -12.8 | 18.2 | 0.0 | 19.2 | 0.2 | 18.1 | -5.4 | 20.3 | 0.1 | -0.7 | 2.3
COc1cccc(CN2CCNC(=O)C2CC(=O)N(C)C2CCCCC2)c1OC (centres undefined) | -12.3 | -0.1 | 0.4 | 16.0 | -5.8 | -10.5 | 5.8 | 9.6 | -0.5 | 4.2 | 18.8
CCCCOCCCNC(=O)c1ccc2c(c1)OCO2 | -16.9 | -2.7 | 0.0 | -21.2 | 5.0 | -10.0 | -4.2 | -21.0 | -0.5 | 1.1 | 10.1
COc1cccc(-c2cc(C(=O)NC3CCCC3)c3ccccc3n2)c1 | -17.8 | · | 0.0 | 10.8 | -0.5 | -47.6 | -0.8 | 10.3 | -0.5 | 1.5 | -24.0
COc1cccc(C(=O)Cn2c(N3CCOCC3)nc3c2c(=O)n(C)c(=O)n3C)c1 | 9.4 | 1.2 | 0.0 | -5.4 | -14.1 | 8.9 | -9.1 | 14.3 | -0.3 | -0.1 | -2.8
CCOCCc1nnc(NC(=O)C2CCN(C(=O)c3ccco3)CC2)s1 | 4.6 | 11.4 | 0.1 | -4.9 | 5.9 | -15.6 | 9.0 | 5.3 | 0.2 | -3.0 | 2.8
COc1ccc(N(CC(=O)NCC2CCCO2)C(=O)CCC(=O)Nc2nccs2)c(OC)c1 (centres undefined) | 3.6 | 11.3 | 0.0 | 0.5 | -9.9 | -20.4 | 9.8 | 3.2 | 1.2 | -0.1 | -9.1
O=C1CCNc2cc3ccccc3cc21 | 16.6 | 14.1 | 0.6 | 2.9 | -8.1 | 7.0 | 1.1 | 9.6 | -0.1 | -1.4 | 10.1
O=C(O)c1cccc2c1C(=O)c1cccc3snc-2c13 | 1.4 | 2.5 | 0.2 | 10.5 | -7.4 | -2.9 | 10.0 | 15.8 | 0.4 | -1.1 | 1.5
Cc1cccc(N2CCN(C(=O)CSc3ccsc3[N+](=O)[O-])CC2C)c1 (centres undefined) | 10.6 | -9.5 | -0.2 | 0.9 | -3.5 | -1.3 | -1.1 | 7.3 | 0.7 | 0.1 | -6.5
CCn1c(-c2ccco2)nc2ccccc21 | -66.9 | -37.3 | 0.0 | -12.7 | -5.3 | -6.0 | -2.0 | -88.4 | -0.3 | -3.4 | 6.3
NCCCCC(=O)O | 10.3 | -1.2 | -0.1 | 5.5 | 12.4 | -3.5 | 10.2 | 1.4 | -2.7 | 0.5 | -18.7
CN1C(=O)C(C)(C)c2cc(S(=O)(=O)N3CCC(C(=O)NCc4ccccc4Cl)CC3)ccc21 | -4.8 | 3.2 | 0.1 | -9.7 | 29.7 | -7.5 | -68.0 | 13.7 | -1.8 | 4.2 | -13.9
CN(C)S(=O)(=O)c1ccc(NC(=O)CSc2nnc(-c3ccco3)n2N)cc1 | -6.1 | -10.2 | -0.1 | -1.9 | 3.9 | 7.7 | -10.4 | 2.3 | 5.8 | · | -1.0
Brc1ccc(-c2csc(N/N=C/c3cccnc3)n2)cc1 | -77.1 | -39.0 | 0.1 | -19.7 | 14.3 | -50.3 | 41.0 | -112.3 | -0.9 | -3.0 | -44.5
Cc1nc(SCC(=O)Nc2cc(C)on2)c2c(=O)n(C)c(=O)n(C)c2n1 | 4.4 | · | -0.3 | -45.3 | -6.7 | 6.1 | 18.9 | 6.3 | 1.1 | 0.3 | 10.5

Three structures already listed, arranged by number of heavy atoms, lowest first:
structure | Peg3 promoter | MITF TRPM1 inh | aDG glyco act | Shn3 inh set2 | KKLEB tox | NR2E3 ag-1 | TWEAK-Fn14 inh | HIF-2a inh | hiPSC survival | NR2E3 ag-2 | CF NFkB inh
O=C(O)c1cccc2c1C(=O)c1cccc3snc-2c13 | 1.4 | 2.5 | 0.2 | 10.5 | -7.4 | -2.9 | 10.0 | 15.8 | 0.4 | -1.1 | 1.5
Brc1ccc(-c2csc(N/N=C/c3cccnc3)n2)cc1 | -77.1 | -39.0 | 0.1 | -19.7 | 14.3 | -50.3 | 41.0 | -112.3 | -0.9 | -3.0 | -44.5
CN1C(=O)C(C)(C)c2cc(S(=O)(=O)N3CCC(C(=O)NCc4ccccc4Cl)CC3)ccc21 | -4.8 | 3.2 | 0.1 | -9.7 | 29.7 | -7.5 | -68.0 | 13.7 | -1.8 | 4.2 | -13.9

Following part
structure | Peg3 promoter | MITF TRPM1 inh | aDG glyco act | Shn3 inh set2 | KKLEB tox | NR2E3 ag-1 | TWEAK-Fn14 inh | HIF-2a inh | hiPSC survival | NR2E3 ag-2 | CF NFkB inh
CC[C@@H]1C=C(C(=O)O)[C@H](c2ccc(Cl)c(Cl)c2)N1S(=O)(=O)c1ccc(C)cc1 | -1.7 | 6.1 | -0.4 | -6.4 | 6.0 | -13.3 | 2.5 | 10.8 | 5.0 | · | 10.8
CCCc1c(O)nc(SCCN(CCC)CCC)[nH]c1=O | -10.6 | -0.1 | 0.7 | 2.8 | -2.9 | 8.9 | 4.9 | 13.4 | 0.5 | 2.3 | -1.1
CCOC(=O)[C@H]1[C@H]2COc3cc(OC)ccc3[C@@H]2N2C(=O)N(c3cccc(F)c3)C(=O)[C@@]12C | 6.6 | 4.2 | 0.0 | 16.6 | 9.7 | 8.2 | -22.9 | 6.0 | -1.2 | · | -10.1
CCOC(=O)c1cnn(-c2cccc(Cl)c2)c1N | -107.0 | -20.9 | -0.2 | -21.7 | -3.9 | -25.8 | -41.5 | -141.2 | 0.3 | -4.4 | -11.6
CCCCC(=O)Nc1ccc(NC(=O)c2ccco2)cn1 | -76.2 | -28.1 | -0.1 | -34.0 | -5.9 | -19.1 | -15.3 | -104.5 | -0.6 | -2.6 | -6.7
Cc1cc(NC(=O)c2ccccc2F)on1 | -102.2 | 6.6 | 0.2 | 0.8 | -4.7 | -23.4 | -19.5 | -134.0 | -0.2 | 4.7 | 13.8
CSc1ncc(Cl)c(C(=O)Nc2cc(C)ccc2C)n1 | 13.2 | 18.6 | -0.1 | -17.0 | -3.5 | -17.9 | -9.2 | 5.9 | 1.0 | -2.0 | -18.7
CCC(Sc1nc2cc3c(cc2c(=O)n1Cc1ccco1)OCO3)C(=O)Nc1ccccc1OC (centres undefined) | 31.7 | 11.6 | 0.3 | 21.0 | -35.1 | 0.6 | 29.4 | 12.9 | -2.6 | 1.0 | 19.0
CN(C(=O)COC(=O)c1ccc2c(c1)OCCO2)c1ccccc1 | -17.8 | -2.9 | 0.4 | -6.2 | 1.2 | 2.8 | 7.1 | -12.0 | 1.1 | -2.7 | -6.0
Cc1cc(C)c(NC(=O)Cn2cnc3c(oc4ccccc43)c2=O)c(C)c1 | 7.3 | -22.0 | 0.2 | 4.1 | -10.5 | 0.3 | 1.1 | -12.2 | 0.2 | -1.8 | 0.6
COc1cccc(NC(=O)COC(=O)Cc2ccc(Cl)cc2)c1 | -6.2 | -1.8 | 0.1 | -11.5 | -1.4 | -26.7 | -1.4 | -8.2 | 2.1 | 2.4 | 10.2
CC(=O)c1c(NCc2ccccc2)nc(=O)n(-c2ccccc2)c1C | -98.9 | -52.2 | -0.1 | -27.6 | 7.8 | 0.8 | 4.0 | -89.6 | -2.3 | 1.1 | -2.6
CSc1nc(-c2ccc(Cl)cc2)nn1C(=O)c1ccco1 | -149.4 | -28.6 | 0.0 | 2.5 | -4.2 | -45.4 | -13.8 | -136.9 | 1.8 | 0.7 | -5.5
COC(=O)N(C)C[C@H]1OCc2cn(nn2)CCCC(=O)N([C@@H](C)CO)C[C@@H]1C | -7.0 | · | 0.1 | -10.8 | 15.2 | -15.1 | -18.4 | 13.1 | 3.5 | · | -2.0
Cc1cc(C)n(-c2ccc(C)c(Cl)c2)n1 | 7.7 | -4.6 | 0.2 | 14.2 | 3.1 | 7.1 | -4.0 | 7.0 | 3.2 | -2.2 | 14.7
Cc1ccc(C(=O)Nc2ccc3c(c2)nc2n3CCSC2)cc1 | -91.6 | -24.4 | 0.0 | -66.2 | 13.2 | -104.2 | 33.6 | -113.3 | -1.9 | 1.9 | -3.1
COc1cccc(CNC(=O)CCCn2ncn3c(cc4occc43)c2=O)c1 | 6.0 | 4.7 | 0.2 | 2.8 | -0.1 | 10.2 | 0.4 | 5.9 | -0.5 | 1.4 | 5.5
O=C(CSc1ccc2c(c1)OCCO2)Nc1ncc(Cl)cc1Cl | -6.2 | -6.7 | 0.3 | 28.0 | 6.2 | -9.6 | -8.4 | 7.1 | -1.0 | -2.9 | -1.5
NNC(=O)CN1C(c2ccccc2Br)=Nc2ccc(Br)cc2C1c1ccccc1 (centres undefined) | 8.1 | -10.2 | 0.0 | -7.5 | 10.7 | 4.8 | -3.5 | 28.8 | 1.1 | 2.7 | 1.7
COC(=O)c1ccccc1Oc1ccc(NC(=O)C(C)(C)CCl)cc1 | 7.1 | 8.1 | -0.2 | -17.0 | -4.2 | -9.7 | 5.2 | -8.4 | -0.7 | -0.4 | 17.5
CCCNCC(=O)Nc1sc2c(c1C(=O)Nc1c(C)n(C)n(-c3ccccc3)c1=O)CCCC2 | 10.4 | · | 0.0 | 1.3 | 15.4 | 14.4 | 22.0 | 11.4 | 2.8 | · | -16.0
Clc1ccc2c(NCc3ccccn3)ncnc2c1 | 17.2 | 11.7 | 0.0 | 3.7 | 4.5 | 6.7 | 15.7 | 20.4 | 0.5 | 0.3 | 0.3
CC(C)C(NC(=O)OCc1ccccc1)C(=O)OCC(=O)NCc1ccco1 (centres undefined) | 5.3 | 4.4 | 0.1 | -9.2 | -5.3 | -9.1 | 14.9 | -1.9 | 4.5 | 1.6 | -0.1
O=C(COC(=O)Cc1n[nH]c(=O)c2ccccc12)Nc1cccc(C(F)(F)F)c1 | 6.4 | 3.3 | -0.2 | 23.6 | 1.0 | -8.0 | -3.4 | 12.3 | -0.8 | 3.5 | 6.9
Oc1ccc(/C=N/Nc2ncc(Cl)cc2Cl)cc1 | -234.7 | -89.6 | 0.0 | -56.3 | -5.5 | -24.4 | -29.1 | -150.2 | -0.7 | -0.8 | -2.5
COc1ccc(-c2oc3ccc(-c4ccc(OC)nc4)cc3c2-c2ccc(OC)cc2)cc1 | 13.1 | 8.1 | -0.5 | 29.0 | -4.4 | -11.6 | 7.8 | 5.9 | -1.8 | 2.3 | -19.0
c1ccc(-c2nc(NCc3cccnc3)c3oc4ccccc4c3n2)cc1 | 15.4 | 14.2 | 2.2 | 4.5 | 8.4 | 1.9 | 31.1 | -23.9 | -5.0 | -0.9 | -6.8
CCNC(=O)C1Cc2ccccc2CN1S(=O)(=O)c1ccc(F)cc1 (centres undefined) | -4.0 | 0.9 | 0.1 | 0.1 | 10.2 | -2.0 | -16.8 | 13.3 | 0.8 | -3.9 | -15.0
